AMA1 RON2 block – AMA1-RON2 (P. falciparum) interaction inhibition. AlphaScreen AMA1-biotinylated RON2 peptide binding. Potency, µM (highest dose often 58.2 µM), without a hit: top-dose activity change, negative = inhibition, most hits filed as inhibitors. 360,000 compounds, 0.2% hits;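 note: potency is the fitted concentration of half-maximal effect; 0% = vehicle wells and -100% = peptide control; nearly all actives have a fitted effect of over 45% in size; some results filed as inactive show a strong effect at the top dose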
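AMA1 (3D7) with his tag at 25 nM final met compounds first, then biotinylated RON2 peptide at 25 nM; detection used donor plus acceptor beads, 10 µg/mL apiece, read by AlphaScreen after 30 min at room temperature.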
HCMV antiviral – human cytomegalovirus inhibition. HFF cells, HCMV-luciferase reporter, 72 h; active compounds read low. activity change, negative = inhibition, % at 57.5 µM. 410,000 compounds, 4.5% hits; in the data active = activity change below about -60%; inconclusive = no clear call, values can overlap the other calls; inactive = above about -39%
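Screen run at 2 compound doses on HFFs infected with reporter HCMV, MOI 1 PFU/cell. Luciferase activity from cell lysates at 72 h post infection gave inhibition relative to buffer-only and Salinomycin wells.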
AmpC detergent – blocks E. coli AmpC beta-lactamase in detergent assay | P00811 | AmpC hydrolysis of nitrocefin, absorbance 480 nm, 0.01% Triton | Potency, µM (highest dose often 114 µM), for the others: at the top dose activity change, negative = inhibition, usual class: inhibitors | 370,000 compounds, 0.041% hits | AID 485294;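 note: potency is the fitted concentration of half-maximal effect; 0% = no-compound wells and -100% = no-enzyme wells; nearly all actives have a fitted effect of over 25% in size; some results filed as inactive show a strong effect at the top dose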
Target sequence (P00811 whole entry, looked up): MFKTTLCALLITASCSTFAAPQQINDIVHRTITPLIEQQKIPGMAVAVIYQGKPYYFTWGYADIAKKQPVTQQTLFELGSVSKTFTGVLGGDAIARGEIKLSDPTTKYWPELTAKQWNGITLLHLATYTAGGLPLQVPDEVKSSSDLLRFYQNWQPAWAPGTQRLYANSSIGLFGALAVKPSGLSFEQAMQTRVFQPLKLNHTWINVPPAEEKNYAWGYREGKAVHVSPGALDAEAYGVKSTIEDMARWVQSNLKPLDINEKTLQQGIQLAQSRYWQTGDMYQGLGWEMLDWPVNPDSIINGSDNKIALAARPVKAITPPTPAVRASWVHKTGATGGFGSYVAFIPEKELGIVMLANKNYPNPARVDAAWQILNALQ
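AmpC (5.3 nM in the dispensed reagent) in 20 mM phosphate pH 7.0 with 0.01% (detergent screen) or 0.0001% Triton X-100 was preincubated with compounds for 15 min at room temperature. Nitrocefin was then added from an 800 uM solution, and hydrolysis was followed at 480 nm.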
FBPA Giardia inh – Giardia lamblia aldolase inhibition. A8B2U2. purified Giardia FBPA. Potency, µM (doses to about 59.6 µM), inactives show top-dose activity, negative = inhibition, actives largely listed as inhibitors. 290,000 compounds, 0.71% hits. AID 2451; note: potency is the fitted concentration of half-maximal effect; nearly all actives have a fitted effect of over 55% in size
Target sequence (A8B2U2 whole entry, looked up): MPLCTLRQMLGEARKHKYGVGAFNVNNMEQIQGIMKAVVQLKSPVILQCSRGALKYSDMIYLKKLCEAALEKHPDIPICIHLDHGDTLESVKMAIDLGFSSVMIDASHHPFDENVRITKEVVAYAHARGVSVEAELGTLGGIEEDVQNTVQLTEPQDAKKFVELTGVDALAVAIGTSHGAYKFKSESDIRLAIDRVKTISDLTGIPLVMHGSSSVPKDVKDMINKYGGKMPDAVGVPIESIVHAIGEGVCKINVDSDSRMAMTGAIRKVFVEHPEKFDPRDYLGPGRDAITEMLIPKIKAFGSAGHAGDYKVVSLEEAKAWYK
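40 nM FBPA preincubated 10 min at RT with compound (up to 57.5 uM final), then substrate plus GAPDH/TPI/NAD/arsenate coupling and diaphorase/resazurin added. Fluorescence read after 20 min at RT, 525/598 nm.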
Sm TGR block – S. mansoni TGR enzyme inhibition; Potency, µM (doses to about 114 µM), inactives show top-dose activity change, negative = inhibition, actives largely listed as inhibitors; purified TGR, DTNB reduction, TNB absorbance 405 nm; Q962Y6; 360,000 compounds, 3% hits; AID 485364; note: potency is the fitted concentration of half-maximal effect; nearly all actives have a fitted effect of over 60% in size
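TGR 20 nM + NADPH 100 uM (dispensed conc.), cpd preinc 15 min RT; start with NADPH (500 uM addition) then DTNB (15 mM addition). Kinetic TNB absorbance, 405 nm filter. Four-parameter Hill fit across titration.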
HCV inh – blocks hepatitis C virus. Huh7.5.1 HCVcc-Cre infection, luciferase reporter, 44 h. Potency, µM (highest dose often 41.8 µM), for inactives: at the top dose activity change, negative = inhibition, most hits filed as inhibitors. 340,000 compounds, 3.4% hits. AID 651820; note: potency is the fitted concentration of half-maximal effect
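Seed cells (1,000/well) for 4 h; treat with compound and infect with HCVcc-Cre, moi about 0.5. Incubate 44 h, then detect luciferase activity.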
Numbers without * were called inactive; u = inconclusive; x = no result given; & = joins results of further samples; [ ] = another dose, or the depositor's remark. Unless noted, calls come from the whole dose curve; as a rule, active = well fitted curve in the direction sought with a large enough effect; inconclusive = small, poorly fitted or top-dose-only effect, or another doubt; inactive = no such curve, though single readings can be large; an effect the other way counts as inactive or inconclusive. Unless noted, % is set by controls: 0 for no effect and ±100 for the full control effect.

cpd	Molecule	Sm TGR block	FBPA Giardia inh	AmpC detergent
1	CCOC(=O)COc1cccc2c(=O)n(CC(=O)N3CCCCC3)ccc12	8%	0%	9%
2	COc1cc(O)c(CC=C(C)C)c(O)c1C(=O)CCc1ccc(O)cc1	-16%	-10%	17%
3	COCCNC(=O)c1cc(-c2ccc(Cl)c(Cl)c2)on1	-6%	5%	-13%
4	O=C(Nc1ccc(Br)cn1)C1CCCN1S(=O)(=O)c1ccccc1 (configuration not stated)	5%	-2%	0%
5	CCCCN(C(=O)CSc1nnc(-c2ccc(OC)cc2)n1C(C)C)c1c(N)n(Cc2ccccc2)c(=O)[nH]c1=O	6%	8%	-16%
6	COCCNc1c(-c2ccc(OC)c(OC)c2)nc2ccc(Cl)cn12	0%	10%	-1%
7	Cc1cccc(S(=O)(=O)C(C#N)c2nc3ccccc3nc2N2CCOCC2)c1 (configuration not stated)	-19%	-6%	-1%
8	COc1ccc(CNC(=S)Nc2ccc(OC)cc2)cc1	37%[activator]	1%	-11%

cpd	HCV inh	HCMV antiviral	AMA1 RON2 block
1	5%	-10	16%
2	0.71µM*	-15	-12%
3	18%	28	5%
4	u	-9	1%
5	u	-36	-6%
6	-23%	16	17%
7	15%	4	-4%
8	0%	20	6%

Additional records follow.
cpd	Molecule	Sm TGR block	FBPA Giardia inh	AmpC detergent
9	Cc1[nH]n(-c2ccccc2)c(=O)c1C(=O)c1ccccc1	-23%	-21%	1%
10	O=C(COc1cccc2ccccc12)N/N=C/c1ccccc1OCc1ccc(C(=O)O)cc1	1%	-28%	-13%
11	C/C=C/C=C/C(=O)N1CC2(CC(c3cccc(NC(=O)CCCCC)c3)=NO2)C[C@H]1C(N)=O (some centres not stated)	u	-8%	-6%
12	O=C(Nc1ccccc1)Nc1ccc(Br)c(Cl)c1	1%	-1%	-9%
13	Cc1cccc(Nc2nnc(SCC(=O)Nc3ccccc3[N+](=O)[O-])s2)c1C	-2%	-2%	u
14	Cn1cc(S(=O)(=O)NC[C@H]2O[C@@H](n3cnc4c(N)ncnc43)[C@H](O)[C@@H]2O)cn1	x	x	x
15	CC[C@]12CCCN3CCc4c(n(c5ccccc45)C(=O)C1)C32 (some centres not stated)	0%	7%	-3%
16	NC1=NC(=O)/C(=C\c2ccsc2)S1	-3%	0%	1%

cpd	HCV inh	HCMV antiviral	AMA1 RON2 block
9	2%	58	-8%
10	14%	-38	-6%
11	u	2	-2%
12	13µM*	-98*	26%
13	u	-1	29%
14	3%	-12	0%
15	-17%	x	9%
16	16%	u	-8%

3 entries out of the list, arranged by count of non-hydrogen atoms, descending:
cpd	Molecule	Sm TGR block	FBPA Giardia inh	AmpC detergent
11	C/C=C/C=C/C(=O)N1CC2(CC(c3cccc(NC(=O)CCCCC)c3)=NO2)C[C@H]1C(N)=O (some centres not stated)	u	-8%	-6%
13	Cc1cccc(Nc2nnc(SCC(=O)Nc3ccccc3[N+](=O)[O-])s2)c1C	-2%	-2%	u
15	CC[C@]12CCCN3CCc4c(n(c5ccccc45)C(=O)C1)C32 (some centres not stated)	0%	7%	-3%

cpd	HCV inh	HCMV antiviral	AMA1 RON2 block
11	u	2	-2%
13	u	-1	29%
15	-17%	x	9%

Further entries:
cpd	Molecule	Sm TGR block	FBPA Giardia inh	AmpC detergent
17	CCCc1nc2c(s1)CCc1onc(-c3ccc(Cl)cc3)c1-2	8%	x	-8%
18	COc1ccccc1NS(=O)(=O)c1cc(C(=O)NCCCN2CCCC2=O)ccc1C	x	x	x
19	CCN(CC)C(=O)CSc1nnc(CCNC(=O)OC(C)(C)C)o1	4%	-11%	2%
20	COc1cccc(-c2cc3c(-n4cccc4)ncnc3o2)c1	8%	-3%	u
21	Cc1cccc(NC(=O)C2CCCN2S(=O)(=O)c2ccc(F)cc2)c1C (configuration not stated)	11%	0%	9%
22	CCOC(=O)C1CCN(C(=O)Cn2nc(CC)n3cccc3c2=O)CC1	-19%	-1%	-15%
23	COc1cc(OC)c(NC(=S)Nc2cccc(C)c2)cc1Cl	-1%	-1%	-5%
24	N#CCCN(C(=O)Nc1ccccc1)c1ccccc1	3%	3%	-9%

cpd	HCV inh	HCMV antiviral	AMA1 RON2 block
17	u	-10	6%
18	13%	-9	1%[11.6 µM]
19	16%	-17	-23%
20	u	30	-1%
21	-6%	35	-2%
22	5%	-34	-7%
23	-14%	-22	12%
24	9%	-2	13%

Going on with the list.
cpd	Molecule	Sm TGR block	FBPA Giardia inh	AmpC detergent
25	O=C(Nc1cccc(C(F)(F)F)c1)c1ccc(Cn2cc(Br)cn2)o1	-23%	-3%	u
26	CC(=O)c1ccc(N2CCN(C(=O)C3CCN(S(=O)(=O)c4ccc5c(c4)CC(C)N5C(C)=O)CC3)CC2)cc1 (configuration not stated)	3%	0%	u
27	CC(C)(C)c1nnc2sc(SCC(=O)N3CCc4ccccc43)nn2c1=O	-2%	6%	3%
28	O=C(Cn1cc2c(n1)CCCC2)NCC1CCCO1 (configuration not stated)	-25%	1%	-14%
29	COc1ccccc1CNCC(O)Cn1c2ccccc2c2ccccc21 (configuration not stated)	-1%	11%	0%
30	O=C(COC(=O)c1ccco1)c1ccc(F)cc1	5%	3%	u
31	COc1ccc(CCNCc2ccccn2)cc1OC	4%	0%	u
32	CCOC(=O)c1c(Nc2ccccc2)sc(/C=C2\C=Nc3ccccc32)c1O	4%	-4%	u

cpd	HCV inh	HCMV antiviral	AMA1 RON2 block
25	-29%	u	0%
26	u	12	-1%
27	10%	6	3%
28	9%	9	-1%
29	11µM*	-99*	4%
30	10%	u	-1%
31	8%	7	31%[activator]
32	u	x	-4%

More entries:
cpd	Molecule	Sm TGR block	FBPA Giardia inh	AmpC detergent
33	CCOC(=O)c1cc(NC(=O)c2ccc(F)cc2)c(=O)n2c1oc1ccc(Cl)cc12	5%	x	15%
34	O=C(NC1(C(=O)NC2CCCCC2)CCCCC1)c1ccc2c(c1)OCO2	0%	0%	-10%
35	CCOc1ncnc2c1sc1nc3c(cc12)COC(C)(C)C3	x	x	x
36	O=C1CC[C@H](O)CCN1[C@H](CSc1ccc(Br)cc1)Cc1ccccc1	-6%	x	3%
37	COC(=O)c1[nH]c2ccccc2c1NC(=O)/C=C/c1ccc2c(c1)OCO2	2%	0%	-2%
38	CCCCCCSc1cccc(-c2nc3ccc(Cl)cn3c2NCc2ccccc2)c1	-2%	x	u
39	CCC(=O)N1CCN(c2ccc(Cl)cc2NC(=O)Cc2ccc(Cl)cc2)CC1	12%	0%	10%
40	Cc1c(C=O)c2ccccn2c1C(=O)c1cccs1	-33%	u	4%

cpd	HCV inh	HCMV antiviral	AMA1 RON2 block
33	x	17	x
34	3%	-1	-16%
35	8%	60	3%
36	u	-18	-2%
37	14%	-11	-12%
38	u	-17&59	19%&0%
39	x	u	-4%
40	u	-34	-16%

(further entries)
cpd	Molecule	Sm TGR block	FBPA Giardia inh	AmpC detergent
41	COC(=O)c1[nH]c(C)c(/C(O)=C2\C(=O)C(=O)N(CCN3CCOCC3)C2c2cccnc2)c1C (configuration not stated)	-35%	-5%	-7%
42	CCOc1ccccc1CN1CCNC(=O)C1CC(=O)NCCc1ccccn1 (configuration not stated)	u	-18%	u
43	CCN(Cc1ccccc1)C(=O)c1ccc2c(=O)n3c(nc2c1)CCC3	2%	x	u
44	COc1ccc(NC(=O)CN(C)C(=O)c2c(-c3c(F)cccc3Cl)noc2C)cc1	18%	x	3%
45	CCCSc1nc2sc3c(c2c(=O)n1-c1ccccc1)CCC(C)C3 (configuration not stated)	1%	x	10%
46	Cc1cccc(OCCC(=O)N(C)CC(=O)Nc2cccc3ccccc23)c1	-10%	-21%	u
47	O=C(NCC(c1ccc(Cl)cc1)N1CCCCC1)c1ccccc1F (configuration not stated)	-3%	x	12%
48	CSc1ccccc1NC(=O)c1ccccc1C	x	0%	-4%

cpd	HCV inh	HCMV antiviral	AMA1 RON2 block
41	4%	-14	-12%
42	11%	9	89%[activator]
43	3%	4	1%
44	-24%	-30	-4%
45	x	-14	x
46	u	-30	1%
47	x	8	x
48	-14%	u	11%

Next part:
cpd	Molecule	Sm TGR block	FBPA Giardia inh	AmpC detergent
49	Cc1ccc2c(c1)N(CC(=O)N1CCOCC1)C(=O)CO2	6%	x	-3%
50	Cc1cc(SCC(=O)N/N=C/c2ccc(O)cc2O)nc2ccccc12	16%	12%	2%
51	Cc1ccc(S(=O)(=O)N2CCOCC2)cc1NC(=O)COC(=O)COc1ccccc1[N+](=O)[O-]	x	x	x
52	Cc1ccc(NS(=O)(=O)c2cc3c4c(cccc4c2)C(=O)NC3=O)cc1	2%	3%	-7%
53	O=C(NCc1ccccc1)C(c1ccccc1)N(Cc1cccs1)C(=O)c1cnccn1 (configuration not stated)	-22%	2%	3%
54	S=c1[nH]nc(-c2ccccn2)n1/N=C/c1ccccc1	-7%	-26%	-12%
55	Cc1cc(C)cc(NC(=O)CCCN2C(=O)C(c3ccccc3)Oc3cccnc32)c1 (configuration not stated)	7%	11%	2%
56	COc1ccc(NC(=S)N(CCC(C)C)C2CCN(C(C)C)CC2)cc1Cl	-20%	u	-10%

cpd	HCV inh	HCMV antiviral	AMA1 RON2 block
49	0%	-16	2%
50	u	3	80%[activator]
51	0%	-13	5%
52	-8%	-9	1%
53	7%	-31	6%
54	41%[activator]	5	6%
55	u	-27	-12%
56	4µM*	-62*	14%

Whole records from above.
Shown for Cc1cc(SCC(=O)N/N=C/c2ccc(O)cc2O)nc2ccccc12 = Sm TGR block: 16%; FBPA Giardia inh: 12%; AmpC detergent: 2%; HCV inh: u; HCMV antiviral: 3; AMA1 RON2 block: 80%[activator]
Shown for O=C(NCc1ccccc1)C(c1ccccc1)N(Cc1cccs1)C(=O)c1cnccn1 (configuration not stated) = Sm TGR block: -22%; FBPA Giardia inh: 2%; AmpC detergent: 3%; HCV inh: 7%; HCMV antiviral: -31; AMA1 RON2 block: 6%
Shown for COc1ccc(NC(=S)N(CCC(C)C)C2CCN(C(C)C)CC2)cc1Cl = Sm TGR block: -20%; FBPA Giardia inh: u; AmpC detergent: -10%; HCV inh: 4µM*; HCMV antiviral: -62*; AMA1 RON2 block: 14%

Further results:
cpd	Molecule	Sm TGR block	FBPA Giardia inh	AmpC detergent
57	COC(=O)C1=C(CSc2nc3ccccc3o2)NC(=O)NC1c1cc(C)ccc1C (configuration not stated)	-4%	0%	-12%
58	CCOC(=O)C1(Cc2ccc(OC)cc2)CCN(C(=O)c2cc3ccccc3[nH]2)CC1	4%	0%	-1%
59	O=C(NNc1nc2ccccc2s1)c1ccc(F)cc1	-7%	4%	-10%
60	Cc1ccc(-n2c(Cn3cnc4ccccc43)nnc2SCC(=O)O)cc1	3%	5%	-13%

cpd	HCV inh	HCMV antiviral	AMA1 RON2 block
57	u	u	-19%
58	u	151	-6%
59	0%	-15	31%[activator]
60	-15%	30	2%
